# Screening data (PubChem BioAssay)
# V1aR counter = V1a receptor agonism, counter-screen for OXTR agonists | P37288 | CHO-V1R cells, Fluo-8 calcium fluorescence, agonist mode; 0% DMSO, 100% 3 nM vasopressin | activation, % at 3 µM | 320,000 compounds, 0.25% hits | AID 2797;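 active = activation above the mean activation of all tested compounds plus 3 SD, per screening run, cut at about 20% in these data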;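 note: signal is peak over basal fluorescence ratio across a 100 second FLIPR read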
# Target sequence (P37288 whole entry, looked up): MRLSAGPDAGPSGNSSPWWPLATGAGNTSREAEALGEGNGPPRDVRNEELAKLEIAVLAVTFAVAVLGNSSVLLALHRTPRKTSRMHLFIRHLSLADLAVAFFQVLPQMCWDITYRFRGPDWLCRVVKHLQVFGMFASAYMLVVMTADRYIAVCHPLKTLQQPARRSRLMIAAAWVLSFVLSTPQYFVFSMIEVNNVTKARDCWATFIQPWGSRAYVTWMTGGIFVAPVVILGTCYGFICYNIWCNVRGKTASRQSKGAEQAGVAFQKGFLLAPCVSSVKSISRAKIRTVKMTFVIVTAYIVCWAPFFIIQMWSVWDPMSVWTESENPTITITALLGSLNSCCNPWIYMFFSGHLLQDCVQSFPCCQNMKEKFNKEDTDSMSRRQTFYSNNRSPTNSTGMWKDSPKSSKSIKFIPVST
# GalR3 antag = human GalR3 antagonism. HEK293 GalR3-CNG cAMP membrane potential fluorescence; galR3 body fused to GalR1 C-terminus. 360,000 compounds, 0.44% hits. O60755. inhibition, % at 3 µM. AID 651719;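 active = inhibition above the screen-wide average plus 3 SD, cut at about 13% in these data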;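 note: forskolin and galanin both at EC90 stimulate the cells; cAMP rise reported by CNG channel membrane potential dye signal; 0% = forskolin plus galanin with DMSO and 100% = forskolin alone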
# NS3 helicase inh = inhibitors of Hepatitis C virus NS3 helicase; NS3 helicase DNA unwinding, Cy5 molecular beacon fluorescence; inhibition, % at 10.9 µM; 290,000 compounds, 0.56% hits;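 active = inhibition above the mean of all tested compounds plus 3 SD, set per campaign, cut at about 35% in these data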;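 note: 0% = DMSO wells and 100% = thioflavine S control wells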
#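 System: Hepatitis C virus NS3 helicase domain fragment enzyme | Reagent: Annealed dual-labelled DNA beacon duplex, ATP-started | Compound dosing: 10.9 µM single point, 0.8% DMSO | Incubation: 1 h reaction at 25 °C, ATP-initiated | Technique: Cy5 fluorescence | Evaluation: Percent inhibition from t60/t0 fluorescence ratio | Benchmarks: Low DMSO, high thioflavine S at 110 µM | Replication: Singlicate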
# PHOSPHO1 block = inhibitors of human PHOSPHO1 phosphatase; Q8TCT1; recombinant PHOSPHO1, absorbance phosphatase assay; inhibition, % at 13.3 µM; 290,000 compounds, 1.1% hits; AID 1565; in the data active = inhibition above about 60%
# Target sequence (Q8TCT1 whole entry, looked up): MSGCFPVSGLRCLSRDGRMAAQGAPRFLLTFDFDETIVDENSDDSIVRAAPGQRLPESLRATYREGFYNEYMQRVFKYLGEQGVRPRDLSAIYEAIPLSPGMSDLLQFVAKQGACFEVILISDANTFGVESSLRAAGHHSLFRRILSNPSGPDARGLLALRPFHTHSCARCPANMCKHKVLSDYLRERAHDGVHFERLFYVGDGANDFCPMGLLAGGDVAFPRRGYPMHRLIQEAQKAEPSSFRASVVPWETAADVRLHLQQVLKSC
# IMP-1 inhibitor = blocks Pseudomonas aeruginosa IMP-1 metallo-beta-lactamase; purified IMP-1, nitrocefin hydrolysis, epi-absorbance fluorescence; inhibition, % at 5.6 µM; 290,000 compounds, 0.45% hits;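 active = inhibition above the mean plus 3 SD of all compounds in the same screening run, cut at about 4.5% in these data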;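 note: 0% = IMP-1 with DMSO and 100% = DMSO wells lacking enzyme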
#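 System: purified IMP-1 / Input: IMP-1 dispensed at 0.2 nM / Medium: 50 mM HEPES pH 7.1, 50 µM ZnSO4, 0.05% Brij 35 / Timing: 15 min enzyme–compound preincubation, then 25 min nitrocefin reaction, 25 °C / Technique: plate fluorescence quenching by hydrolysis product, ex 480/em 530 nm / Repeats: singlicate testing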
# GPR7 antag = blocks human GPR7 receptor signaling; P48145; inhibition, % at 4.4 µM; AID 1861; GPR7-expressing cells, fluorescence antagonist assay; 290,000 compounds, 1.1% hits; in the data active = inhibition above about 16%, passing the limit was not always enough;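 note: cells stimulated with the agonist NPW; 0% = agonist with vehicle and 100% = vehicle without agonist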
# FID counter = counter-screen for HCV NS3 helicase inhibitors: DNA intercalator displacement. DNA fluorescent intercalator displacement, fluorescence. inhibition, % at 7.9 µM. 290,000 compounds, 0.17% hits; in the data active = inhibition above about 37%;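 note: 0% = vehicle and 100% = reference compound; higher means more ethidium bromide displaced from hairpin DNA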
# OXTR agonist = agonists of human oxytocin receptor. activation, % at 3 µM. CHO-OTR cells, Fluo-8 calcium fluorescence; normalized: DMSO 0%, oxytocin 100%. 320,000 compounds, 0.32% hits;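 active = activation above the mean of all tested compounds plus 3 SD, cutoff set per screening run, cut at about 20% in these data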;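 note: peak over basal fluorescence ratio from a 100 s FLIPR kinetic read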
# Target sequence (P30559 whole entry, looked up): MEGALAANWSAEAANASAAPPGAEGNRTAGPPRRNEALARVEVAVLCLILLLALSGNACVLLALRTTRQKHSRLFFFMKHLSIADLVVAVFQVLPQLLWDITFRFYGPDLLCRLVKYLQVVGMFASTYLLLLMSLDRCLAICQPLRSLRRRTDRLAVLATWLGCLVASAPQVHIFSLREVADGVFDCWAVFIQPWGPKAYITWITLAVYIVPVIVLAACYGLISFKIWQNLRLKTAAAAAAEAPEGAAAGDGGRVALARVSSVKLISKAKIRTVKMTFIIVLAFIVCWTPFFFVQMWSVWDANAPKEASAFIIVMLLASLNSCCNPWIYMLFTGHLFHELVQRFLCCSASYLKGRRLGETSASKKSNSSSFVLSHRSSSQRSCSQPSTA
# VIM-2 inhibitor = blocks Pseudomonas aeruginosa VIM-2 metallo-beta-lactamase | purified VIM-2, nitrocefin hydrolysis, epi-absorbance fluorescence | 290,000 compounds, 0.89% hits | inhibition, % at 5.6 µM | AID 1527;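 active = inhibition above the mean of all tested compounds plus 3 SD, cutoff set per screening run, cut at about 7.5% in these data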;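 note: red hydrolysis product quenches plate fluorescence so inhibitors raise well fluorescence; 0% = enzyme with DMSO and 100% = DMSO without enzyme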
# Active calls of the source: *; . = no result given.
# Results follow in this order: V1aR counter, GalR3 antag, NS3 helicase inh, PHOSPHO1 block, IMP-1 inhibitor, GPR7 antag, FID counter, OXTR agonist, VIM-2 inhibitor
CCOc1ccc(NC(=O)NC(C)c2ccc3c(c2)OCO3)cc1 (stereo not given)
 : 0.0, -2.4, -5.8, -2.5, -3.4, -9.6, -7.8, -0.7, -2.3
COc1ccc(OC)c(/C=N/NC(=O)CSc2nnc(C)n2-c2ccccc2)c1
 : 0.3, 0.4, 1.2, -49.6, -1.9, -9.0, -27.7, -1.4, -0.9
CC1CC(=O)Nc2ccccc2N1C(=O)CN1CCN(C=O)CC1 (stereo not given)
 : 0.9, -2.2, -4.4, -19.6, -1.8, -6.7, -6.8, -0.1, -2.5
COc1cc2[nH]c(=O)n(CCC(=O)N3CCc4ccccc4C3)c(=O)c2cc1OC
 : -0.8, 0.9, 3.3, 27.9, -3.1, -7.6, -11.2, -1.5, -5.0
N#Cc1ccc(-c2ccc(F)cc2)nc1SCC(=O)Nc1sc2c(c1C#N)CCC2
 : 1.6, -1.5, 6.0, 30.6, -3.2, 7.3, -1.8, -0.1, -3.0
CCCn1c(=O)c2ccccc2n2c(Sc3nnnn3-c3ccccc3)nnc12
 : -1.2, -5.9, 3.8, 4.7, -0.1, 3.0, 3.3, -2.4, 2.8
C=CCOc1ccc(C(=O)c2ccccc2)c(OCC(=O)NC2(C#N)CCCC2)c1
 : 1.1, -10.0, -7.2, 34.8, -2.4, -14.2, -40.8, -0.1, -2.0
O=C1c2oc3ccccc3c(=O)c2C(c2cccnc2)N1CCCN1CCOCC1 (stereo not given)
 : 0.1, -3.1, 0.8, -17.2, -2.5, -6.9, -2.0, 0.8, -0.7
CCOc1ccc(NC(=S)NNC(=O)CC(C)O)cc1 (stereo not given)
 : 0.3, -7.8, -2.8, -24.5, -2.2, -12.3, -2.2, 0.8, -0.7
CCN(CC)c1cc(Cl)c2nonc2c1N
 : -1.2, -1.4, -1.4, 3.2, -1.2, -21.5, 1.7, -3.0, -0.5
Cc1ccc(NC(=O)COC(=O)C(NS(=O)(=O)c2ccc(Cl)cc2)C(C)O)cc1 (stereo not given)
 : 2.5, -1.7, -8.5, 7.1, -3.3, 0.8, -25.1, 3.1, -3.0
CCC(=O)Nc1cccc(C2=NOC3(C2)C[C@@H](C(N)=O)N(C(=O)c2ccc(OC)cc2)C3)c1 (stereo not given in full)
 : 0.5, 3.4, ., 35.3, ., ., ., 0.0, .
COCc1cc(C)nc(N2CCc3ccccc32)c1C#N
 : -1.7, 0.0, 5.5, -21.8, -4.6, -6.6, -9.7, -1.5, -4.4
COc1ccc(C(=O)Nc2ccc(Oc3nc(C)nc4sc(-c5ccccc5)cc34)cc2)cc1OC
 : 0.3, -4.2, -1.1, -23.3, -3.2, -7.1, 1.2, 0.6, -2.9
Cc1cc2ccccn2c1C(=O)c1nc(N2CCOCC2)ncc1Cl
 : -1.0, -2.7, 4.1, 29.2, -2.7, -16.9, -4.6, -1.7, -4.8
Cc1ccc(NC(=O)CN2C(=O)COc3ccc(S(=O)(=O)N4CCOCC4)cc32)cc1N(C)C
 : -0.2, -5.0, -2.0, 41.2, -3.0, 0.1, -17.1, -0.8, -4.8
CCOc1cc(/C=C2/SC(=S)N(Cc3ccccc3)C2=O)ccc1O
 : 36.6*, -3.9, 7.4, ., -0.4, -15.7, 12.8, 25.7*, -1.7
O=C(CSc1nnc(-c2ccccc2Cl)o1)Nc1ccccn1
 : -0.4, -6.3, 6.2, 17.9, -0.7, -1.5, -5.6, -0.8, -3.2
CC(C(=O)NNS(=O)(=O)c1cccc(C(F)(F)F)c1)n1nnc(N2CCOCC2)n1 (stereo not given)
 : -1.0, -4.0, 5.0, 3.3, -3.4, -15.8, -6.0, -0.8, -3.7
Cc1c(/C=C(\C#N)c2nn(-c3ccccc3)c(N)c2C#N)c2ccccc2n1Cc1ccc(F)cc1
 : 0.1, -7.2, 7.5, 4.8, -2.9, -4.5, 1.8, 0.8, -2.1
O=C(O)CCCCCNC(=O)c1ccc(C(=O)NCCCCCC(=O)O)cc1
 : 1.1, 8.1, 4.0, 41.8, -3.2, -6.1, 2.8, 1.3, -2.2
CC(=O)NC1=NC(=O)CS1
 : 0.4, -6.0, 4.5, -2.4, 12.7*, -6.2, 2.6, 0.7, 0.5
c1ccc(-n2ncc3c(NCCN4CCCCC4)ncnc32)cc1
 : 0.6, -1.4, -14.6, 8.6, -1.8, -5.5, 12.1, -0.2, 2.0
CCCN(CCC)C(=O)c1oc2ccccc2c1NC(=O)Cc1cccc(OC)c1
 : -1.5, -7.2, -6.7, 38.1, -1.5, -19.2, -29.1, -1.8, -2.9
CCOC(=O)c1c[nH]c(=S)n1C
 : -0.4, 0.7, 1.4, 20.3, -1.9, -15.2, -2.5, -0.3, -1.7
O=S(=O)(Nc1ccc(Cc2ccncc2)cc1)c1ccc(Cl)cc1
 : 11.9, -7.9, -9.5, -12.5, -2.2, 4.8, -12.8, 8.8, -3.6
O=c1cc(C23CC4CC(CC(C4)C2)C3)[nH][nH]1
 : 2.9, -2.2, -1.8, -12.2, -3.2, -11.3, -2.3, 0.0, -1.2
CCC(C)Nc1ncnc2c1cnn2Cc1ccc(Cl)cc1 (stereo not given)
 : 2.6, 2.8, -3.8, 4.7, -5.3, -11.7, -20.5, -0.3, 3.0
COc1cc(O)c(C(CCN2CCCCC2)c2cc(OC)c(OC)c(OC)c2)c(OC)c1 (stereo not given)
 : -1.1, -4.6, ., -0.6, ., ., ., 0.8, .
Cc1ccc(C)c(CN2CCCN(C(=O)Cn3ncc4c3-c3ccccc3OC4)C2)c1
 : 1.4, -1.0, -29.2, -7.3, -1.0, 12.7, 14.2, -0.8, -0.7
COc1ccc(-c2[nH]c(-c3cc(OC)c4c(c3)OCO4)nc2-c2ccccc2)cc1
 : -1.4, -4.0, -19.1, -20.1, -2.4, -14.3, -0.6, -1.7, -2.9
Cc1cc(C)cc(OCC(=O)Nc2cnn(CCCC(=O)O)c2)c1
 : 0.7, 1.1, 4.0, 56.2, -1.7, -13.3, -36.4, -0.2, -3.1
COC(=O)N1CCN(c2ccc(C)c(C)c2)CC1
 : 0.0, ., -13.3, 44.5, -1.9, -1.2, -3.8, -0.2, -0.4
CCC(NS(=O)(=O)c1ccc(C)cc1)C(=O)N1CCOCCOCCOCC1 (stereo not given)
 : 1.6, -3.2, 11.9, -15.8, -1.9, -2.5, -16.8, 0.6, -0.9
CC(=O)N/C(=C\c1ccccc1)C(=O)N1CCOCC1
 : -0.6, -1.9, 5.8, 32.8, -3.3, 0.0, 6.2, 0.1, -3.7
O=c1oc2ccccc2c(Nc2cccc3cccnc23)c1[N+](=O)[O-]
 : 0.5, 3.1, -16.4, 30.5, -1.8, -6.4, 3.7, -1.5, 5.1
Cc1nc2ccc(NC(=O)c3ccc(Cl)c(NC(=O)c4cccs4)c3)cc2s1
 : -0.2, 1.6, -4.7, 30.0, -0.2, 0.9, -12.1, -1.5, -2.1
CCNC(=O)COC(=O)c1cc(-c2ccco2)nc2ccccc12
 : 0.8, 2.6, 29.3, 33.4, -1.9, -14.2, -26.2, -0.3, 0.0
Cn1nnnc1SCC(=O)Nc1ccccc1N1CCOCC1
 : 0.9, -0.2, 0.5, -1.5, 0.2, -12.0, -0.9, -0.6, -1.6
CN(C)c1nccc(Nc2ccccc2)c1C#N
 : -0.4, -3.6, -2.8, 1.8, -2.0, -6.6, -1.2, -1.0, -1.7
COCCNc1oc(-c2ccccc2Cl)nc1C#N
 : 1.5, 2.0, -0.1, 4.7, -1.4, 1.6, -2.1, 0.0, 1.9
CN1C(=O)c2cccc(NC(=O)C3CCCCC3)c2C1=O
 : -1.6, 5.2, -3.3, 0.7, 3.0, -4.5, -5.7, -1.8, 0.4
COc1ccccc1NC(=O)C(C/C=C(\C)Cl)C(C)=O (stereo not given)
 : -0.3, -3.4, -1.1, -19.0, -1.7, -10.8, -7.0, -1.6, -2.4
COc1ccc2c(c1)c1ncn(CCN3CCCC3)c(=O)c1n2C
 : 0.4, -4.4, -1.8, -0.2, -1.4, -6.1, 18.8, 0.2, 2.7
CCCC(c1nnnn1CS(=O)(=O)c1ccc(C)cc1)N1CCC(C(N)=O)CC1 (stereo not given)
 : 1.4, 0.8, 6.0, 26.1, 0.1, -18.1, -29.5, 0.7, -3.1
Cc1nnc(SCc2ccccc2CSc2nnc(C)s2)s1
 : 0.8, -3.2, 14.9, 37.9, -3.0, 8.1, -21.9, 0.9, -3.7
COc1ccccc1C1/C(=C(/O)c2ccc(C)cc2)C(=O)C(=O)N1Cc1ccco1 (stereo not given)
 : 0.3, -6.1, 18.6, -13.9, -2.4, -6.8, -33.9, -0.8, 5.5
NC(=O)C1CCN(Cc2nc(-c3cccs3)no2)CC1
 : -0.6, -3.6, 1.1, 2.8, 0.5, -9.9, -1.5, -0.2, -0.9
COc1ccc(CN2C(=O)C(C)N(C(=O)c3c(F)cccc3F)c3ccccc32)cc1 (stereo not given)
 : 3.2, -15.4, 4.3, 1.8, -4.8, 11.1, -38.8, 3.4, -3.9
Cc1cccc(NS(=O)(=O)c2cc(C(=O)N3CCc4ccccc4C3)ccc2Cl)c1C
 : 1.3, 0.5, -4.3, 12.4, -2.8, 18.7, -25.0, -0.8, -2.6
CN1CCN(C(=O)CN(Cc2ccccc2)S(C)(=O)=O)CC1
 : 0.8, -5.9, -0.5, 0.2, -3.2, -1.7, -2.4, 0.9, -3.0
COCCCNC(=O)CNC(=O)c1nn(-c2ccc(OC)cc2OC)c(=O)c2ccccc12
 : 0.5, -8.6, 1.0, -3.1, -1.3, -13.6, -8.0, 0.6, -0.8
CCOC(=O)C1CCN(C(=S)Nc2cccc(C)c2)CC1
 : -0.3, -0.9, 1.9, 18.0, -2.1, -11.0, -3.5, 0.5, -0.5
O=C(Cn1cnc2ccccc21)c1ccc(Cl)cc1
 : -0.2, -3.7, 1.3, 26.5, -5.3, 4.0, -11.9, 2.1, -2.1
CC1(C)CC(NC(=O)c2ccccc2)CC(C)(C)N1
 : 0.9, -5.5, -5.0, 39.1, -1.5, -17.5, 0.5, 0.8, -2.1
C/C(=N\NC(=O)c1cnccn1)c1ccc([N+](=O)[O-])cc1
 : 0.1, -5.1, -9.7, 25.4, 0.1, -17.1, -2.3, -0.9, -1.2
COc1ccc(/C=N/NC(=O)C2C(=O)NCC2c2ccccc2)c(OC)c1 (stereo not given)
 : -0.6, -3.9, -5.6, 11.0, -2.4, -3.2, -22.5, -0.8, -3.4
Cc1onc(-c2ccccc2Cl)c1C(=O)N1CCN(C/C=C/c2ccccc2)CC1
 : 6.0, -2.2, -6.5, -1.0, -0.5, 2.1, -26.0, 3.3, 1.0
COc1ccccc1CNC(=O)/C=C/C(=O)O
 : -0.2, -1.2, -3.5, 20.3, -1.5, 0.6, 2.5, 1.2, -3.5
CCN(CC)CCN1C(=O)C(O)=C(C(=O)c2cc3cccc(OC)c3o2)C1c1cccs1 (stereo not given)
 : 0.9, ., 1.5, 7.7, -1.2, -10.0, -9.1, -0.4, -1.5
